# TRHR ag: TRH receptor (human) agonism | P34981 | TRHR cells, calcium flux fluo-8, FDSS agonist mode | activation, % at 2 µM | 0.18% of 360,000 active; in the data active means activation above about 30%; further: 0% is about no effect
#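 In this calcium-flux screen, cells bearing human TRHR are dye-loaded with fluo-8, baselined for 10 cycles, then exposed to library compounds; positive kinetic calcium responses during the agonist phase mark hits, with TRH as control.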
# USP1 inh: blocks the human USP1/UAF1 deubiquitinase complex; recombinant USP1/UAF1, Ub-Rhodamine cleavage fluorescence; Potency, µM (series often up to 57.1 µM), for inactives: at the top dose activity change, negative = inhibition, usual class: inhibitors; 0.23% of 390,000 active; AID 743255; further: potency means the concentration at half of the fitted maximal effect; on the % scale 0 is the no-effect control and ±100 the full control effect; nearly all actives have a fitted effect of over 60% in size; inactives centre near -12
# Target sequence (O94782 whole entry, looked up): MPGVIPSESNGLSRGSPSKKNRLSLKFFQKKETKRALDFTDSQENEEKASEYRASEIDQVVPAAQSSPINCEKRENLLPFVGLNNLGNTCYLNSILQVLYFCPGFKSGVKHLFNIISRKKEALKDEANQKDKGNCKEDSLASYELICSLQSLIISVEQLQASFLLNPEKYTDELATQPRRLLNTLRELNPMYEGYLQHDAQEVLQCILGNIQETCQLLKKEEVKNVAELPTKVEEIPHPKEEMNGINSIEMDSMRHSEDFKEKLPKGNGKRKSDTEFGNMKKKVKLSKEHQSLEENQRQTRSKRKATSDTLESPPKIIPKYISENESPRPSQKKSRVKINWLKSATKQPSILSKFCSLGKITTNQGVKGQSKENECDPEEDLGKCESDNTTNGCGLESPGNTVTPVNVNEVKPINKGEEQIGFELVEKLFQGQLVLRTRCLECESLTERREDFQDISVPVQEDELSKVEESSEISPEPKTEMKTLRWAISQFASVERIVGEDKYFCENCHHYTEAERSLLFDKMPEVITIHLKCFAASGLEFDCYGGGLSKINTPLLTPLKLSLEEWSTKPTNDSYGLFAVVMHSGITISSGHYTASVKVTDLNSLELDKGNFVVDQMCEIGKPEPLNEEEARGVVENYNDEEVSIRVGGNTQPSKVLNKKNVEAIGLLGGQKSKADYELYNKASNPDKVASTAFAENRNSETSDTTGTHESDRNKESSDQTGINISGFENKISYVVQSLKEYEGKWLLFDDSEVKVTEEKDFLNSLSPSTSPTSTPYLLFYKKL
#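 High-throughput fluorogenic screen: 1nM USP1/UAF1 complex, Ub-Rho substrate 150nM final, 50mM HEPES pH 7.8 with 0.5mM EDTA, 0.1 mg/ml BSA, 1mM TCEP and 0.01% Tween-20.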
# Pin1 inhibitor: inhibitors of human Pin1; Q13526; Pin1 FP peptide displacement, HiFluor488, 10 min; Potency, µM (series often up to 115 µM), for the others: at the highest dose activity, negative = inhibition, most hits filed as inhibitors; 0.009% of 390,000 active; active means well fitted inhibition curve with a large enough effect in the polarisation, with a control signal flat, not every such curve was filed as active; inconclusive means small, poorly fitted or top-dose-only effect, or effect the other way, or a change in a side signal; inactive means no such curve, though single readings can be large or run the other way; the % refers to the polarisation; further: potency means the concentration at half of the fitted maximal effect; on the % scale 0 is the no-effect control and ±100 the full control effect
# Target sequence (Q13526 whole entry, looked up): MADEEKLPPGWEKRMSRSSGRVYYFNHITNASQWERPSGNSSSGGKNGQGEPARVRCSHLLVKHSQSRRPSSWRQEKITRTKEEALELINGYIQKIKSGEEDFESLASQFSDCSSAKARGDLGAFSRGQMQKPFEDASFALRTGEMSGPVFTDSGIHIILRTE
# TRHR enhancer: allosterically enhances the human TRH receptor. 0.66% of 360,000 active. P34981. TRHR cells, fluo-8 calcium fluorescence, EC20 TRH enhancement. enhancement, % at 2 µM; in the data active means enhancement above about 30%; further: 0% is about no effect
#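 TRHR-expressing cells loaded with fluo-8 calcium dye were read kinetically (ex 480/em 530) during compound addition, then stimulated with an EC20 of TRH (10 nM final). Enhancement of the Gq-mediated intracellular calcium response was scored.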
# rTrxR1 inhibitor: inhibitors of rat thioredoxin reductase 1; O89049; recombinant rTrxR1, NADPH fluorescence consumption, selenite substrate; Potency, µM (doses to about 114 µM), for the others: at the highest dose activity change, negative = inhibition, usual class: inhibitors; 1% of 390,000 active; further: potency means the concentration at half of the fitted maximal effect; on the % scale 0 is the no-effect control and ±100 the full control effect; nearly all actives have a fitted effect of over 65% in size
#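 Rat TrxR1 (90 nM in the dispensed reagent) was pre-reduced with 400 uM NADPH for 5 min at room temperature, then incubated with compound for 15 min. After 400 uM selenite was added, NADPH fluorescence (Ex 340/Em 450 nm) was followed for 8 min.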
# D2 antagonist: antagonists of human D2 dopamine receptor | P14416 | HEK293 TREx D2 cells, calcium flux, dopamine EC80 | inhibition, % at 10 µM | 2% of 340,000 active | AID 485344; in the data active means inhibition above about 30%; further: 0% is about no effect
#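 Calcium mobilization kinetics were recorded at 1 s intervals in tetracycline-induced HEK293 T-REx D2 cells, first for 180 s after compound addition and then 180 s after EC80 dopamine.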
# D2 ag: D2 dopamine receptor (human) agonism | P14416 | HEK293 T-REx D2 cells, calcium flux agonist mode | activation, % at 2 µM | 0.53% of 340,000 active | AID 485358;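 active means activation over 3 SD above normal in the single-dose calcium agonist read, cut at about 30% in these data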; further: 0% is about no effect
#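 In this primary screen, compounds producing a positive calcium signal within 180 s of addition to tetracycline-induced, force-coupled HEK293 Trex D2 cells are flagged; cells are dye-loaded with a no-wash calcium kit beforehand.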
# TrxR1 substrate: is turned over as a substrate by rat TrxR1 | O89049 | purified TrxR1 substrate turnover, NADPH consumption readout | Potency, µM (highest dose often 114 µM), for inactives: top-dose activity change, negative = substrate turnover | 0.01% of 390,000 active; further: potency means the concentration at half of the fitted maximal effect; on the % scale 0 is the no-effect control and ±100 the full control effect; nearly all actives have a fitted effect of over 50% in size
#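 Rat TrxR1, dispensed at 90 nM, was prereduced with 400 uM NADPH (final) for 5 min at ~22 deg C, then incubated with compound 15 min before 400 uM selenite. A first-read NADPH fluorescence drop versus no-compound background flagged substrates.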
# IDH1 R132H inh: human IDH1 R132H inhibition. O75874. IDH1-R132H enzyme, NADPH consumption, diaphorase/resazurin fluorescence. Potency, µM (top dose mostly 76.6 µM), inactives show top-dose activity change, negative = inhibition, actives largely listed as inhibitors. 0.093% of 390,000 active. AID 602179; further: potency means the concentration at half of the fitted maximal effect; on the % scale 0 is the no-effect control and ±100 the full control effect; nearly all actives have a fitted effect of over 65% in size
#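 IDH1-R132H (0.5 ug/mL dispensed) in pH 7.5 Tris buffer was preincubated 30 min with compound, then given a substrate mix of 0.016 mM NADPH and 2 mM alpha-KG for 80 min at room temperature; remaining NADPH was read by diaphorase/resazurin fluorescence.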
# An asterisk follows results filed as active; ? = inconclusive; / = not tested or not shown; [ ] = another dose, or the depositor's remark. Unless noted, the call rests on the fitted dose curve; in most records, active means well fitted inhibition curve with a large enough effect; inconclusive means small, poorly fitted or top-dose-only effect; inactive means no such curve, though single readings can be large or run the other way.
SMILES,TRHR ag,USP1 inh,Pin1 inhibitor,TRHR enhancer,rTrxR1 inhibitor,D2 antagonist,D2 ag,TrxR1 substrate,IDH1 R132H inh
Cc1c(S(=O)(=O)Nc2ccc3c(c2)OCCO3)cnn1C,0.4,-4%,-3%,1,0%[57.1 µM],2,0.2,-5%,-4%
CC(=O)NC(CCS(C)(=O)=O)C(=O)Nc1cccc(Cl)c1Cl (configuration not stated),0.8,-2%,?,-1,8%[57.1 µM],-8,0.4,11%[57.1 µM],-4%
O=C(Cc1c[nH]c2ccccc12)N/N=C/c1ccccc1O,1.2,-19%,-1%,-7,15%,-3,0.4,5%,-2%
O=C(CCc1nc2sc3c(c2c(=O)[nH]1)CCCC3)NCCOc1ccccc1,0.2,-14%,100%[activator],14,15%,2,20,15%,2%
COc1cccc(NC(=O)CN(C)C(=O)c2cc(-c3ccccc3)nc3ccccc23)c1,0.3,-6%,7%,3,-1%,-5,1.0,-5%,-3%
COC(=O)C(Cc1ccccc1)NC(=O)CNS(=O)(=O)c1ccc(Br)cc1 (configuration not stated),-0.3,1%,-1%,0,28%[57.1 µM],-3,1.9,4%[57.1 µM],18%
O=C(CSc1nnc(NC(=O)c2ccco2)s1)NCc1ccc2c(c1)OCO2,-1.0,-3%,-2%,5,7%[57.1 µM],-1,1.5,6%[57.1 µM],-1%
Cn1cnc(S(=O)(=O)N2CCC(C(=O)NCc3ccccc3Cl)CC2)c1,0.6,-16%,-3%,-17,6%[57.1 µM],/,-0.7,-2%[57.1 µM],14%
COc1ccc(S(=O)(=O)N(C)CC(=O)NC2CCCCC2)cc1Cl,-0.7,-8%,7%,-1,16%,-4,0.2,10%[57.1 µM],1%
Cc1cc(NC(=O)c2cc(-c3ccc(C)s3)nc3ccccc23)no1,-0.8,-21%,30%[activator],-2,42%,18,0.4,39%[activator],-9%
Cc1ccccc1NC(=O)COC(=O)c1cccnc1,0.2,-23%,-13%,-2,-1%,13,0.6,-3%,1%
CN=c1scc(C)n1/N=C/c1cc(Br)c(O)c(OC)c1,-0.1,-9%,-1%,3,13%[57.1 µM],-31,1.4,-10%,-1%
Cc1c(Cl)cccc1NC(=O)CC(c1cccs1)N1Cc2ccccc2C1=O (configuration not stated),-0.6,-24%,-24%,-7,16%,/,-0.7,3%,-15%
c1ccc(Oc2ccc3ccccc3n2)cc1,-0.8,2%,-5%,-6,7%[57.1 µM],2,0.3,1%[57.1 µM],5%
O=C(COC(=O)/C=C/c1ccco1)Nc1ccccc1,1.6,-20%,-5%,-2,-62%[57.1 µM],-1,0.3,4%[11.4 µM],-3%
COc1ccc(CN(C)CCCn2cnc(C(=O)Nc3ccc(C)c(C)c3)n2)cc1OC,/,-8%,-2%,/,15%,/,/,4%,-4%
c1coc(CN2CCN(C(c3cccs3)c3nnnn3C3CCCC3)CC2)c1 (configuration not stated),0.0,6%,-9%,5,-6%,-5,-1.2,-3%,-2%
Cc1[nH]c2ccccc2c1/C=N/NC(=O)c1cccc(S(=O)(=O)Nc2ccccc2Cl)c1,0.6,-20%,59%[activator],-1,-3%,0,-0.1,-1%,28%
Cc1ccc(S(=O)(=O)CCC(=O)OCC(=O)Nc2cc(F)ccc2C)cc1,-0.1,-16%,-2%,-2,13%,/,/,3%,10%
CC1CCCC(NC(=O)CN(C)CC(=O)Nc2cccc(F)c2)C1C (configuration not stated),0.9,-19%,4%,7,-3%,-13,1.0,-9%,-3%
Cc1ccc2cc3c(NC(=O)C(C)C)nn(C)c3nc2c1,-0.5,-9%,6%,1,20%[57.1 µM],-11,-0.7,22%[57.1 µM],-1%
O=[N+]([O-])c1ccccc1/C=N\N1CCN(Cc2ccccc2Cl)CC1,-0.1,-26%,-11%,-12,28%,-7,0.3,1%,-3%
CCn1nc(NC(=O)c2ccccn2)c2cc3cccc(C)c3nc21,-0.8,-5%,?,2,14%[57.1 µM],2,-0.6,21%[57.1 µM],6%
CC(OC(=O)c1cc2c(s1)CCCCC2)C(=O)NC(N)=O (configuration not stated),-0.2,-16%,33%[activator],8,15%,-6,0.3,1%,8%

# 10 compounds already listed, arranged by count of non-hydrogen atoms, descending.
SMILES,TRHR ag,USP1 inh,Pin1 inhibitor,TRHR enhancer,rTrxR1 inhibitor,D2 antagonist,D2 ag,TrxR1 substrate,IDH1 R132H inh
COc1ccc(CN(C)CCCn2cnc(C(=O)Nc3ccc(C)c(C)c3)n2)cc1OC,/,-8%,-2%,/,15%,/,/,4%,-4%
Cc1c(Cl)cccc1NC(=O)CC(c1cccs1)N1Cc2ccccc2C1=O (configuration not stated),-0.6,-24%,-24%,-7,16%,/,-0.7,3%,-15%
COC(=O)C(Cc1ccccc1)NC(=O)CNS(=O)(=O)c1ccc(Br)cc1 (configuration not stated),-0.3,1%,-1%,0,28%[57.1 µM],-3,1.9,4%[57.1 µM],18%
Cn1cnc(S(=O)(=O)N2CCC(C(=O)NCc3ccccc3Cl)CC2)c1,0.6,-16%,-3%,-17,6%[57.1 µM],/,-0.7,-2%[57.1 µM],14%
CC1CCCC(NC(=O)CN(C)CC(=O)Nc2cccc(F)c2)C1C (configuration not stated),0.9,-19%,4%,7,-3%,-13,1.0,-9%,-3%
COc1ccc(S(=O)(=O)N(C)CC(=O)NC2CCCCC2)cc1Cl,-0.7,-8%,7%,-1,16%,-4,0.2,10%[57.1 µM],1%
O=C(Cc1c[nH]c2ccccc12)N/N=C/c1ccccc1O,1.2,-19%,-1%,-7,15%,-3,0.4,5%,-2%
CC(OC(=O)c1cc2c(s1)CCCCC2)C(=O)NC(N)=O (configuration not stated),-0.2,-16%,33%[activator],8,15%,-6,0.3,1%,8%
Cc1ccccc1NC(=O)COC(=O)c1cccnc1,0.2,-23%,-13%,-2,-1%,13,0.6,-3%,1%
c1ccc(Oc2ccc3ccccc3n2)cc1,-0.8,2%,-5%,-6,7%[57.1 µM],2,0.3,1%[57.1 µM],5%

# The list goes on.
SMILES,TRHR ag,USP1 inh,Pin1 inhibitor,TRHR enhancer,rTrxR1 inhibitor,D2 antagonist,D2 ag,TrxR1 substrate,IDH1 R132H inh
COc1ccc(C)cc1NC(=O)CN1c2cccc3cccc(c23)S1(=O)=O,-0.7,-10%,?,-8,20%,/,/,15%,-12%
CCC(=O)Nc1ccccc1Oc1ccccc1,-0.8,-14%,?,2,7%[57.1 µM],-1,0.4,8%[57.1 µM],4%
O=C(COC(=O)c1ccc[nH]c1=O)NCCCc1ccccc1,0.6,-8%,-3%,0,20%,19,0.0,-2%,-6%
CCOC(=O)n1cnc2nc(N)nc(SC)c21,/,-3%,-13%,/,12%,/,/,13%,4%
CCn1ncc([N+](=O)[O-])c1C(=O)N1CCc2ccccc2C1,-0.2,-17%,0%,2,11%,-3,-0.6,3%,-1%
COc1ccc(F)cc1S(=O)(=O)Nc1cccc(C(=O)O)c1,-0.1,-14%,5%,-13,22%[57.1 µM],6,1.5,-11%,-8%
CCN1CCN(C(=O)c2ccccc2NS(=O)(=O)c2ccc(Cl)cc2)CC1,-0.2,-15%,1%,-18,8%[57.1 µM],7,0.8,3%[57.1 µM],3%
Cc1cc(Cl)ccc1NC(=O)CCC(=O)N/N=C/c1cccnc1,-0.5,-11%,-12%,-1,29%,15,-1.4,3%,-12%
CCCCCCOc1ccc(OCC(O)CN2C(=O)NC(C)(C)C2=O)cc1 (configuration not stated),0.3,-6%,2%,9,-3%[57.1 µM],-4,-0.1,3%[57.1 µM],6%
CCOC(=O)N1CCC(NC(=O)C2CCN(S(=O)(=O)c3cnc[nH]3)CC2)CC1,-0.1,-3%,0%,-2,11%,22,-0.1,-3%,1%
COc1ccc(NC(=O)Cc2ccc(Cl)cc2Cl)cn1,-0.8,-14%,-1%,4,4%,-28,-0.6,-1%,30%
CC1(C)Cc2nc3[nH]c(=S)[nH]c(=O)c3cc2CO1,0.5,-1%,5%,0,-13%,0,-0.3,1%,30%[activator]
CCOC(=O)CSc1nc2cc3c(cc2c(=O)n1CCCCCC(=O)NCc1ccc(OC)cc1)OCO3,-0.5,-20%,7%,1,15%[57.1 µM],/,0.2,3%[57.1 µM],4%
CN(c1nc2ccccc2[nH]c1=O)C1CCCCC1,9.2,-12%,?,-1,-2%,-25,0.5,2%,-5%
O=C(Nc1ccc2c(c1)CCC2)c1ccccc1F,-0.3,-16%,-3%,2,-12%,-10,-0.4,-8%,12%
COC(=O)C1=C(C)NC(=S)N(C(C)=O)C1c1ccc(OC)c(OC)c1 (configuration not stated),0.1,-6%,3%,-3,4%[57.1 µM],-16,0.8,-1%[57.1 µM],4%
O=C(COC(=O)CCS(=O)(=O)c1ccc(Cl)cc1)NC1CCCCC1,-0.3,-12%,-5%,3,10%,-13,-0.5,5%,3%
Cc1cc(C(=O)NC2CCCc3c2cnn3-c2ccc(C)c(C)c2)nc(C)n1 (configuration not stated),-2.5,-24%,-4%,-5,10%,-13,0.1,-2%,3%
Cc1ccc(C(=O)/C=C/c2ccc3c(c2)OCO3)o1,0.1,-26%,-13%,1,-15%,-12,-0.6,10%[57.1 µM],9%
COc1cccc(N(CC(=O)NCCSc2ccccc2)S(C)(=O)=O)c1,-0.3,-15%,-1%,-6,2%,18,-0.3,8%,10%

# Screening data: PubChem BioAssay, National Center for Advancing Translational Sciences (NCATS)

# An excerpt (hit frequency here may not be typical).
